# EBNA-1 inhibitor: blocks EBNA-1 binding to DNA | EBNA-1 DNA binding, fluorescence polarization | 300,000 tested, 0.34% active | inhibition, % at 14.8 µM; in the data active means inhibition above about 28%
# LYPLA2 inh: LYPLA2 (human) inhibition in PME1 counter-screen; recombinant LYPLA2, FP-Rh probe fluorescence polarization; AID 2177; inhibition, % at 5.9 µM; O95372; 320,000 tested, 0.38% active;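 active means inhibition above the screen-wide mean plus 3 SD, limit set per campaign, cut at about 26% in these data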;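 further: 0% = LYPLA2 with DMSO and 100% = wells lacking LYPLA2 enzyme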
# Target sequence (O95372 whole entry, looked up): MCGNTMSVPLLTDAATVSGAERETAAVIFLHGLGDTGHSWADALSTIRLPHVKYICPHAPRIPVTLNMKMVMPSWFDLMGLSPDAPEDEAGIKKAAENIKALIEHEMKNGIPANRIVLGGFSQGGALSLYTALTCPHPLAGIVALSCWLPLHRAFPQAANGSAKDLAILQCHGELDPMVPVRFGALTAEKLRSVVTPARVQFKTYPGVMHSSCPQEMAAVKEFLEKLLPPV
# GSTO1 inh: counter-screen for RBBP9 inhibitors: inhibitors of human GSTO1; recombinant GSTO1, activity-based probe fluorescence polarization; 300,000 tested, 1.1% active; P78417; AID 1974; inhibition, % at 5.96 µM;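 active means inhibition above the campaign mean inhibition plus 3 SD, cut at about 35% in these data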;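 further: 0% = GSTO1-1 with DMSO and 100% = wells lacking GSTO1-1 enzyme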
# PAFAH1B3 inh: blocks human PAF acetylhydrolase 1B catalytic subunit 3 | AID 492972 | 340,000 tested, 0.28% active | inhibition, % at 3.39 µM | recombinant PAFAH1B3, FP-rhodamine probe, fluorescence polarization;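 active means inhibition above the screen-wide average of all tested compounds plus 3 SD, cut at about 25% in these data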;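 further: 0% = enzyme with DMSO only and 100% = wells lacking PAFAH1B3 protein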
# PAFAH2 FP inh: inhibitors of human PAFAH2. Q99487. recombinant PAFAH2, FP-rhodamine activity probe, fluorescence polarization. inhibition, % at 3.39 µM. 340,000 tested, 0.99% active. AID 492956;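 active means inhibition above the mean over all tested compounds plus 3 SD, cut at about 30% in these data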;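 further: inhibitors block probe labeling of enzyme so polarization drops; 0% = enzyme with DMSO and 100% = wells lacking PAFAH2 protein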
# PREPL inhibitor: human PREPL enzyme inhibition | recombinant PREPL, fluorescence polarization activity-based probe | 320,000 tested, 0.68% active | inhibition, % at 5.96 µM | Q4J6C6 | AID 2751; in the data active means inhibition above about 43%;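 further: 0% = enzyme with DMSO and 100% = wells lacking enzyme; many of its hits are not listed in these tables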
# Target sequence (Q4J6C6 whole entry, looked up): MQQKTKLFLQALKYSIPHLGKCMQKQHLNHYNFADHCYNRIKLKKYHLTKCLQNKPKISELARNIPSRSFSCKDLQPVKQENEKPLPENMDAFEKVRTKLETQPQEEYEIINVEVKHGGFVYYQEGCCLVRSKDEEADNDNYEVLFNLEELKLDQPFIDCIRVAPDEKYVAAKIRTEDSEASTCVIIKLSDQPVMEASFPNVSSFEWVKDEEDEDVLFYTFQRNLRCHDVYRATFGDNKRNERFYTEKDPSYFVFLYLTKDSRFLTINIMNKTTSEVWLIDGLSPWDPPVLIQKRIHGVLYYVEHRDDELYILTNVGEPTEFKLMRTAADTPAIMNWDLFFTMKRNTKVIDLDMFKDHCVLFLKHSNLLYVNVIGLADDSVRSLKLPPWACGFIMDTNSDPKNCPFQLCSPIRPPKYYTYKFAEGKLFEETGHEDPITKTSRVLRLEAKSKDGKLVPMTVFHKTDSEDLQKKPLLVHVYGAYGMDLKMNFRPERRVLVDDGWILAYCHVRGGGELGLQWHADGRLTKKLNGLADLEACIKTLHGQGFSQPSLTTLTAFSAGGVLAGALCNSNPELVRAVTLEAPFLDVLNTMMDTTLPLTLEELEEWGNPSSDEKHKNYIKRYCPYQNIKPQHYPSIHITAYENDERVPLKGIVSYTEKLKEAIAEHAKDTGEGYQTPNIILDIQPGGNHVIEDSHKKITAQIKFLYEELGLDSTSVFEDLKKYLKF
# LYPLA1 inh: LYPLA1 (human) inhibition in PME1 counter-screen | AID 2174 | recombinant LYPLA1, FP-Rh probe fluorescence polarization | inhibition, % at 5.9 µM | O75608 | 320,000 tested, 0.16% active;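 active means inhibition above the mean of all tested compounds plus 3 SD, set per campaign, cut at about 14% in these data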;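 further: inhibitors block serine hydrolase probe labeling of LYPLA1 so polarization falls; 0% = enzyme with DMSO and 100% = wells lacking LYPLA1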
# PAD4 FP inh: inhibitors of human PAD4. 330,000 tested, 0.41% active. AID 485272. inhibition, % at 6.36 µM. recombinant PAD4, RCA probe fluorescence polarization. Q9UM07;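 active means percent inhibition above a cutoff equal to the mean of all tested compounds plus 3 SD, cut at about 15% in these data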;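 further: 0% = PAD4 with RCA probe and DMSO and 100% = probe without PAD4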
# ZTA counter: ZTA (EBV) inhibition in EBNA-1 counter-screen. ZTA-DNA binding, fluorescence polarization. 320,000 tested, 0.15% active. inhibition, % at 11 µM; in the data active means inhibition above about 33%
# The depositor's hits bear a star; . = not tested or not shown. This is a subset; rates above refer to the full screens.
SMILES,EBNA-1 inhibitor,LYPLA2 inh,GSTO1 inh,PAFAH1B3 inh,PAFAH2 FP inh,PREPL inhibitor,LYPLA1 inh,PAD4 FP inh,ZTA counter
CCOc1ccc2nc(SCC(=O)N3CCCCCC3)c(C#N)cc2c1,3,1,-9,0,-14,16,-4,-1,2
O=C1CCCN1c1cc(Cl)cc(Cl)c1,-6,-4,2,1,4,-6,0,-1,-14
COCCCNc1oc(-c2ccccc2Cl)nc1C#N,2,-4,-3,-3,4,5,-1,-6,0
Cc1noc2ncnc(Oc3cc(Cl)ccc3Cl)c12,-1,-1,0,6,3,6,0,-1,12
COc1cccc(CNC(=O)C2CCN(S(=O)(=O)c3ccc4c(c3)NC(=O)C(C)S4)CC2)c1 (stereo not drawn),-10,12,-1,6,-3,-5,-3,-5,3
COc1ccc2c(c1)CC/C(=C/c1cc(OC)c(OC)c(OC)c1)C2=O,3,4,-3,4,3,4,-4,-5,11
CCOc1cccc(N2CCN(CCNC(=O)Nc3ccc(C)cc3)CC2)c1C,-3,6,1,1,1,12,3,-5,-16
O=C(COc1ccccc1)NNc1nc2ccccc2s1,0,-8,10,-7,8,4,-5,6,-7
CC(C)(C)c1ccc(C2SCC(=O)N2c2cccc(C(=O)O)c2)cc1 (stereo not drawn),-1,12,-5,13,4,9,6,-5,2
CC(=O)Nc1ccc(S(=O)(=O)NCC2CCCO2)cc1 (stereo not drawn),-1,3,-2,-5,-6,-11,2,-4,8
O=C(NC1CCN(Cc2ccccc2)CC1)c1cccc(S(=O)(=O)Nc2cc(C(F)(F)F)ccc2Cl)c1,3,0,1,14,-6,2,-3,-1,6
Cc1ccc(Cl)cc1NC(=S)NCc1cccn1C,-5,2,-1,9,0,0,-2,-6,-12
Cn1c(=O)c([N+](=O)[O-])c(NCC(O)c2ccccc2)c2ccccc21 (stereo not drawn),5,0,2,-3,8,3,-3,-2,5
CC(C)(C)C(=O)Nc1ccccc1C(=O)NCc1ccco1,-5,6,-3,-1,-2,9,1,5,-1
O=C(O)CCC(=O)N1CCN(c2ccccn2)CC1,-13,4,-1,0,7,44*,1,-4,-3
CC(C)(C)NC(=O)C(c1ccc(O)cc1)N(C(=O)CCC(=O)Nc1nccs1)c1cccc(F)c1 (stereo not drawn),6,-1,2,1,0,-9,0,-5,11
CN(C)C(=O)C1Cc2ccccc2CN1S(=O)(=O)c1cccs1 (stereo not drawn),4,-9,1,-3,-4,5,1,3,-5
CC1(C)C(=O)Nc2ccccc2N1C(=O)COC(=O)c1cc(S(=O)(=O)N2CCOCC2)ccc1F,-9,6,15,1,10,15,1,-2,-24
O=C(COC(=O)c1ccccc1Br)NC1CCCC1,5,2,5,4,52*,-2,3,-2,3
C/C(CCN1CCc2nc(-c3ccccc3)c(-c3ccccc3)cc2C1)=N\OC[C@@H](C)[C@H](OCc1ccccc1)C(C)C,-5,5,-3,.,.,5,6,-5,3
Clc1ccc(/C=N/c2c(-c3ccc(Cl)cc3)nc3n2CCS3)cc1,-6,4,4,10,-8,-7,1,4,3
CC1C(=O)N2CCCc3cc(NC(=O)c4ccccc4F)cc1c32 (stereo not drawn),5,-3,15,4,1,23,1,0,-11
Cc1cc(C(=O)CSc2ncccn2)c(C)n1Cc1ccco1,-8,2,5,0,5,-2,1,-2,2
Cc1cccc(C)c1NC(=O)CCS(=O)(=O)c1ccc(Br)cc1,4,-1,2,6,-5,2,-4,-6,3
Cc1cccc(Oc2ncnc3onc(C)c23)c1,1,-1,10,-2,2,-7,-1,-2,0
COc1ccc(S(=O)(=O)Nc2cc(C)on2)cc1,-2,-1,3,5,-2,-5,1,1,-10
CC1(C)Cc2nc3oc4c(=O)n(CC(=O)Nc5cccc(Cl)c5)cnc4c3cc2CO1,3,1,3,-2,-7,-7,-4,3,-24
O=C(NC(Cc1c[nH]c2ccccc12)C(=O)O)c1ccc2c(c1)OCO2 (stereo not drawn),-9,-6,-5,2,10,7,4,-4,-3
NC(=O)NCC12CC3CC(CC(C3)C1)C2,7,-5,1,-4,10,0,1,-4,16
Cc1cccc(OCC(=O)NC(=S)NNC(=O)c2ccncc2)c1,-2,6,4,13,10,-2,1,-4,0
Cn1c(SCCN2CCCC2)nnc1C1CCN(S(=O)(=O)c2cccc(F)c2)CC1,-18,-4,7,-5,-4,9,-4,-1,3
COc1ccccc1CN(C)C(=O)CN1CCN(S(=O)(=O)c2ccc3c(c2)OCCCO3)CC1,.,2,.,4,-3,24,-1,-2,-3
Cc1ccnc(NC(c2ccncc2)c2c(C)[nH]c3ccccc23)c1 (stereo not drawn),-5,2,2,9,6,2,0,-2,2
CCCc1ccc(OCc2nc(-c3ccc(NC(=O)c4cccs4)cc3)no2)cc1,10,0,-1,0,-3,0,0,-8,2
O=[N+]([O-])c1ccccc1Oc1ccccc1Cl,-9,-2,4,-5,1,-16,4,-2,-30
CC(C)CCN1C(Nc2ccccc2)=NC[C@@H]1C,17,-3,1,5,5,10,-1,0,7
CC1(c2ccccc2Cl)NC(=O)N(CC(=O)Nc2ccc3c(c2)OCO3)C1=O (stereo not drawn),1,1,11,8,-2,19,-2,3,-17
COC(=O)c1c(C)nn(-c2ccccc2)c1N,6,-2,13,1,6,15,-1,10,-13
O=C1CC(N2CCSCC2)C(=O)N1CCc1ccccc1 (stereo not drawn),-2,2,2,1,-2,3,0,-5,0
CCN1CCN(C(=O)c2cc3c(s2)-c2c(C)cccc2OC3)CC1,-4,-4,4,3,2,10,-1,-2,-3
Cc1oc(-c2cccc(Cl)c2)nc1CN1CCCC(C(=O)NCCCN2CCOCC2)C1 (stereo not drawn),7,5,0,-2,0,30,-6,-3,0
CO[C@@]1(NC(=O)CSCC#N)C(=O)N2C(C(=O)O)=C(CSc3nnnn3C)CS[C@@H]21,10,2,10,9,13,4,-3,-3,11
CN(C(=O)COC(=O)c1cc(S(=O)(=O)N2CCOCC2)ccc1Cl)C1CCS(=O)(=O)C1 (stereo not drawn),0,2,6,5,-2,-2,-1,4,14
Cc1cccc(OCC(=O)N2CCN(C(=O)CCC3CCCC3)CC2)c1,2,17,-6,7,5,-1,10,1,-7
COC(=O)NC1CSCC1OC(=O)CCN1C(=O)c2ccccc2C1=O (stereo not drawn),6,-2,-8,0,6,-3,-1,-2,-23
COCCNC(=O)c1cccc(OC2CCN(Cc3cccc(C(C)=O)c3)CC2)c1,5,7,0,6,4,0,4,-1,14
COC(=O)C1C/C(=N\NS(=O)(=O)c2ccc(C)cc2)c2ccsc2C1 (stereo not drawn),-4,3,-1,9,-7,-3,0,-1,-25
Cc1ccc(N(C)C(=O)CN(C)S(=O)(=O)c2ccc3c(c2)n(C)c(=O)c(=O)n3C)cc1,-22,6,-4,0,0,0,-1,2,5
C/C(=N\Nc1cc(C)nc(NCc2ccccc2)n1)c1cccc([N+](=O)[O-])c1,-11,-2,-5,3,3,3,0,-1,-1
CCOc1c(OC)cccc1C(=O)NCC1(c2ccccc2)CCCC1,-10,8,-2,6,-1,2,2,3,4
O=C(CSc1ccccc1)NC(=O)NCc1ccccc1,5,-1,-3,2,5,-2,-2,-4,12
CC1(c2ccccc2)NC(=O)N(CC(=O)Nc2ccc3c(c2)OCO3)C1=O (stereo not drawn),9,-5,-3,0,4,17,-2,1,1
O=C(NNC(=S)NC(=O)c1ccccc1)c1cccnc1,-12,-2,5,-3,-1,8,0,2,-7
C/C(O)=C(\C#N)P(=O)(c1ccccc1)c1ccccc1,0,6,10,2,-2,14,1,-5,-6
COc1ccccc1NC(=O)C(=O)/C=C(\O)c1ccccc1,-11,5,5,-1,12,-1,5,-3,-11
Nc1nnc(SCc2ccccc2F)s1,-7,-3,6,8,3,-2,-3,-1,-6
Cc1ccc2nc(NC(=O)C3CCN(S(=O)(=O)c4cccs4)CC3)sc2c1,6,-40,-4,-12,-15,-34,-23,0,2
CCc1cc(=O)n2c([nH]c3ccccc32)c1C#N,1,-7,-33,8,2,15,2,-25,-21
O=C1OCCC1Sc1nc2ccccc2c(=O)n1Cc1ccc(F)cc1 (stereo not drawn),2,2,5,8,-1,3,-3,2,-4
CCCN(CCC)Cc1c(C(=O)N/N=C/c2ccco2)nnn1-c1nonc1N,3,6,-2,17,7,-2,3,3,-12

# (cont.)
SMILES,EBNA-1 inhibitor,LYPLA2 inh,GSTO1 inh,PAFAH1B3 inh,PAFAH2 FP inh,PREPL inhibitor,LYPLA1 inh,PAD4 FP inh,ZTA counter
COc1ccc(CCN(C)C2CCCN(C(=O)CCSC)C2)cc1OC (stereo not drawn),1,2,2,9,-2,5,1,0,-9
CN1CC(c2ccccc2Cl)C2(COc3ccccc3C2=O)C12C(=O)Nc1ccccc12 (stereo not drawn),4,2,0,1,2,-9,-2,-2,-6
O=C(Nc1nnc(-c2ccccc2)o1)c1cc(Cl)sc1Cl,1,0,-17,7,-4,-3,5,-4,-5
COCc1cc(C)nc(SCC[N+](C)(C)CC(=O)Nc2ccccc2)c1C#N,-9,1,-4,7,-1,11,1,-3,-2
COCCc1nc2ccc(C(=O)N3CCCC(CCCO)C3)cc2o1 (stereo not drawn),11,-3,-6,16,-1,4,-4,-4,-1
CC1CCCC(NC(=O)NC(=O)COC(=O)C2=NN(c3ccccc3)C(=O)CC2)C1C (stereo not drawn),.,-1,.,4,1,-2,0,6,-10
CCOC(=O)c1nc(Nc2ccc(C(=O)O)cc2)c2ccccc2n1,0,0,-3,6,-17,-11,1,-7,-15
COc1ccc(C[C@H](N)C(=O)N[C@H]2[C@@H](O)[C@H](n3cnc4c(N(C)C)ncnc43)O[C@@H]2CO)cc1,-2,5,-7,4,-1,-9,2,0,-2
COc1cc(/C=C(\C#N)C(=O)Nc2ccc(C(=O)O)cc2)ccc1OC(=O)c1cccc(F)c1,7,14,-2,11,-22,38,-5,3,-19
c1ccc(N/N=C(\Cc2nc3ccccc3[nH]2)c2ccccc2)cc1,5,0,-2,6,0,20,-5,-2,6
Cc1ccc(N2CCN(/N=C/C3=C(N4CCOCC4)C(=C\c4ccccc4)/CC3)CC2)cc1,12,-1,1,.,.,-3,2,-2,-7
CCCNc1c(N)c(=O)c1=O,2,3,0,.,.,6,0,2,3
CCOc1ccc(N2C(=O)C3ON(c4ccccc4)C(c4cccs4)C3C2=O)cc1 (stereo not drawn),7,-2,2,6,6,-2,-2,-1,8
Cc1ccc(S(=O)(=O)NCc2ccc(C(=O)NC3CCCCC3)cc2)cc1,5,0,6,10,7,-4,-4,-2,-8
Cc1c(C(=O)NNC(=O)c2ccncc2)oc2ccccc12,.,1,.,6,5,13,1,-3,-2
O=C(COc1cc2oc(=O)c3c(c2cc1Cl)CCCC3)N1C[C@H]2C[C@@H](C1)c1cccc(=O)n1C2,3,2,-2,1,5,7,-1,-2,19
CCn1c(SCC(=O)NC2CC2)nnc1-c1ccc(F)cc1,-10,7,1,5,2,0,0,-5,7
COc1ccc2c(c1)SC(C)CC2=O (stereo not drawn),-11,0,-2,2,-3,-1,0,-4,-4

# PAFAH2 FP inh: entries above that show a hit.
Compound | EBNA-1 inhibitor | PAFAH1B3 inh | PAFAH2 FP inh | PREPL inhibitor | PAD4 FP inh
O=C(COC(=O)c1ccccc1Br)NC1CCCC1 | 5 | 4 | 52* | -2 | -2

# As entered above:
# `O=C(Nc1nnc(-c2ccccc2)o1)c1cc(Cl)sc1Cl` in PREPL inhibitor = -3
# `COCCc1nc2ccc(C(=O)N3CCCC(CCCO)C3)cc2o1` (stereo not drawn) in PREPL inhibitor = 4
# `CN1CC(c2ccccc2Cl)C2(COc3ccccc3C2=O)C12C(=O)Nc1ccccc12` (stereo not drawn) in GSTO1 inh = 0
# `c1ccc(N/N=C(\Cc2nc3ccccc3[nH]2)c2ccccc2)cc1` in ZTA counter = 6

# Some entries already given, limited to PAD4 FP inh and PAFAH2 FP inh.
compound	PAD4 FP inh	PAFAH2 FP inh
CCOC(=O)c1nc(Nc2ccc(C(=O)O)cc2)c2ccccc2n1	-7	-17
Cc1ccc(N2CCN(/N=C/C3=C(N4CCOCC4)C(=C\c4ccccc4)/CC3)CC2)cc1	-2	.
